Screening data (PubChem)
EWS-Fli inh: EWS/Fli-driven NR0B1 reporter inhibitors, primary screen, A673 cells, NR0B1 luciferase, luminescence, MLPCN library | viability-normalised | inhibition, % at 12.6 µM | hit rate 0.67% among 350,000 | AID 651661, 2012;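 active = mean inhibition of at least 50% after viability correction, with every replicate also passing that limit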;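 also: firefly luciferase signal divided by Alamar Blue viability fluorescence both relative to DMSO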
Cneo AK release: Cryptococcus neoformans cell lysis inducers, primary screen, AK release luminescence, single concentration | AID 651654, 2012 | C. neoformans lysis, adenylate kinase release luminescence, 4 h; normalised: neutral wells 0, clomiphene wells 100 | hit rate 0.2% among 360,000 | lysis activity, % at 15 µM;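 active = mean lysis activity across replicates of at least 80%, whatever share of replicates individually reach that level; inactive = mean lysis activity below 80%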
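Test system: log-phase Cryptococcus neoformans yeast cells. Input: 5 × 10^6 yeast cells/mL. Medium: fresh YPD growth medium. Doses: single dose. Incubation: static 4 h at 37 °C with compound, 1 h detection. Measured by: luminescent adenylate kinase detection reagent. Read-out: signal increase indicating cell lysis. Benchmarks: Clomiphene.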
PAX8 inh HTS: inhibitors of PAX8-driven TPO luciferase reporter, primary screen, RMG-I cells, single concentration; SteadyGlo, 24 h; inhibition, % at 12.6 µM; hit rate 1.2% among 360,000;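 active = mean replicate inhibition at least 60% with every replicate also reaching 60%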;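 also: luciferase light reporting Pax8 driven TPO promoter activity; plate controls were median of neutral control wells for no effect and mitoxantrone controls for full effect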
Casp6 inh: human caspase-6 inhibitors, primary screen, biochemical, VEID-R110 fluorescence, single point, set 2; hit rate 0.53% among 350,000; purified caspase-6, Z-VEID-R110 cleavage fluorescence; AID 686996, 2013; inhibition, % at 12.5 µM; P55212;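 active = mean inhibition across replicates at least about 35%, with every replicate also reaching that limit, limit read from the data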;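 also: 0% = median of neutral control wells and 100% = no fluorescence left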
Target sequence (P55212 24-179 limits assumed): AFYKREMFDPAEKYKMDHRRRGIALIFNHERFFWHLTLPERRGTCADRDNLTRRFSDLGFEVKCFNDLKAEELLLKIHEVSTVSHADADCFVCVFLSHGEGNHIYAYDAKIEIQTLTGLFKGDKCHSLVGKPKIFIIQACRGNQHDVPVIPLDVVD
Target sequence (P55212 194-293 limits assumed): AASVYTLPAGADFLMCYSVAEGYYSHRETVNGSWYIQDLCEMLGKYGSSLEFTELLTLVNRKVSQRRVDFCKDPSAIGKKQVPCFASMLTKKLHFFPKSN
PGC1a acetyl inh: inhibitors of PGC1a acetylation signal, primary screen, cell-based, U2OS, AlphaScreen, inhibitor mode; hit rate 0.17% among 350,000; inhibition, % at 15.6 µM; AlphaScreen anti-acetyl-lysine; with virally co-expressed GCN5 acetyltransferase;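 active = every replicate shows inhibition of at least 40%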;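 also: 0% = neutral control wells and 100% = positive control wells; some results beyond the cut were filed as inactive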
LGR2 antag: inhibitors of bursicon-induced LGR2 CRE-luciferase signal, primary screen, cell-based, HEK293, CRE-luciferase reporter, bursicon stimulation. Drosophila bursicon receptor LGR2 (rickets). bursicon-stimulated, 4 h. inhibition, % at 9.99 µM. hit rate 0.35% among 380,000. AID 720647, 2013;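 active = drop in luminescence signal, shown as inhibition above about 50% in the replicate tests, limit read from the data, passing the limit was not always enough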;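 also: agonist challenge used bursicon conditioned medium at about half maximal strength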
FN deposition inh: inhibitors of fibronectin matrix deposition, primary screen, AH1F cells, Alexa488-fibronectin fluorescence, plate reader; AH1F fibroblasts, overnight; AID 743247, 2014; hit rate 0.086% among 350,000; inhibition, % at 12.6 µM;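 active = mean inhibition across replicates of 30% or more, regardless of how many single replicates reach that level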;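 also: positive control wells lacked labelled fibronectin entirely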
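Assay system: AH1F fibroblasts assembling fluorescent fibronectin matrix; Amount: 10000 AH1F cells per well; Buffer or medium: DMEM, 2% serum; Probe or stimulus: Alexa488-fibronectin, 24 nM final in well; Doses: single compound dose, delivered by pin transfer; Incubation: 1 h adhesion, overnight exposure; Measured by: fluorescence 485/525 nm; Read-out: fibronectin deposition inhibition.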
miR-122 sensor: miR-122 Renilla sensor signal increase in Huh7, primary screen, miR-122 inhibitor project, cell-based, single point, plate reader. Huh7 miR-122 Renilla luciferase sensor, 48 h; neutral wells = 0, positive control = 100. activation (reporter increase), % at 12.5 µM. hit rate 0.3% among 340,000;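 active = mean replicate activation score at least 90 and every replicate individually at or above 90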;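 also: higher luciferase means less miR-122 activity so hits act as miR-122 inhibitors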
An asterisk follows results filed as active; . = not tested or not shown; [ ] = another dose, or the depositor's remark.

Preview:
SMILES	EWS-Fli inh	Cneo AK release	PAX8 inh HTS	Casp6 inh	PGC1a acetyl inh	LGR2 antag	FN deposition inh	miR-122 sensor
CO[C@H]1CN(C)C(=O)c2cc(NC(=O)C3CC3)ccc2OC[C@H](C)N(C(=O)c2ccccc2F)C[C@H]1C	2.5	-1.2	0.8	-0.2	5.4	-7.0	-5.3	.
Cc1ccccc1OCC(=O)NCCNC(=O)c1ccccn1	3.8	-0.4	-5.9	-0.8	-3.8	3.6	-5.9	-2.5
Cn1cccc1/C=C(/C#N)C(N)=S	.	1.7	6.4	4.8	.	-5.0	-5.8	7.1
CCCCC1CC(CSC(=N)N)OC1=O (centres undefined)	.	.	-19.1	.	-15.0	.	-6.3	-2.8
COc1ccc(NC(=O)Nc2ccc3c(c2)CC(=O)N([C@@H](C)CO)C[C@@H](C)[C@@H](CN(C)Cc2ccncc2)O3)cc1	-2.9	-0.2	3.1	1.1	-11.4	1.6	.	-4.6[16.7 µM]
Cc1ncc(CN2CCN(CCC(C)C)C(CCO)C2)s1 (centres undefined)	-1.2	.	6.0	-5.9	.	-11.8	-3.4	.
O=C(C[C@@H]1C=C[C@@H](NC(=O)C2CCOCC2)[C@@H](CO)O1)NCC1CC1	4.9	1.5	-11.3	0.3	0.3	5.8	.	-4.4[16.7 µM]
COc1cccc(NC(=O)CN2C(=O)C3(OCCCO3)c3ccccc32)c1	3.5	.	.	1.5	1.5	.	.	-19.7
O=C(Cn1c(=O)sc2ccccc21)Nc1ccc(O)cc1	6.1	-0.4	25.3	5.4	.	2.9	11.1	25.7
CC1=C(C(=O)N(C)C)CC(CC(=O)NCCCCc2ccccc2)C(=O)N1CCCN1CCCC1=O (centres undefined)	2.7	-1.4	0.1	5.2	-5.0	2.7	-11.7	0.9
CCOC(=O)c1cc(-c2ccccc2)n(CCC(=O)N2CCN(c3ccccn3)CC2)c1C	.	9.8	15.6	.	-17.6	6.7	2.5	5.0
Cc1noc(C)c1NC(=O)Nc1ccc2c(c1)C(=O)N([C@@H](C)CO)C[C@@H](C)[C@@H](CN(C)C)O2	-0.1	-3.1	-3.6	-2.3	-1.0	2.1	.	-1.7[16.7 µM]

The listing (from the top)
SMILES	EWS-Fli inh	Cneo AK release	PAX8 inh HTS	Casp6 inh	PGC1a acetyl inh	LGR2 antag	FN deposition inh	miR-122 sensor
CO[C@H]1CN(C)C(=O)c2cc(NC(=O)C3CC3)ccc2OC[C@H](C)N(C(=O)c2ccccc2F)C[C@H]1C	2.5	-1.2	0.8	-0.2	5.4	-7.0	-5.3	.
Cc1ccccc1OCC(=O)NCCNC(=O)c1ccccn1	3.8	-0.4	-5.9	-0.8	-3.8	3.6	-5.9	-2.5
Cn1cccc1/C=C(/C#N)C(N)=S	.	1.7	6.4	4.8	.	-5.0	-5.8	7.1
CCCCC1CC(CSC(=N)N)OC1=O (centres undefined)	.	.	-19.1	.	-15.0	.	-6.3	-2.8
COc1ccc(NC(=O)Nc2ccc3c(c2)CC(=O)N([C@@H](C)CO)C[C@@H](C)[C@@H](CN(C)Cc2ccncc2)O3)cc1	-2.9	-0.2	3.1	1.1	-11.4	1.6	.	-4.6[16.7 µM]
Cc1ncc(CN2CCN(CCC(C)C)C(CCO)C2)s1 (centres undefined)	-1.2	.	6.0	-5.9	.	-11.8	-3.4	.
O=C(C[C@@H]1C=C[C@@H](NC(=O)C2CCOCC2)[C@@H](CO)O1)NCC1CC1	4.9	1.5	-11.3	0.3	0.3	5.8	.	-4.4[16.7 µM]
COc1cccc(NC(=O)CN2C(=O)C3(OCCCO3)c3ccccc32)c1	3.5	.	.	1.5	1.5	.	.	-19.7
O=C(Cn1c(=O)sc2ccccc21)Nc1ccc(O)cc1	6.1	-0.4	25.3	5.4	.	2.9	11.1	25.7
CC1=C(C(=O)N(C)C)CC(CC(=O)NCCCCc2ccccc2)C(=O)N1CCCN1CCCC1=O (centres undefined)	2.7	-1.4	0.1	5.2	-5.0	2.7	-11.7	0.9

Reprinted at random: two compounds from above
SMILES	EWS-Fli inh	Cneo AK release	PAX8 inh HTS	Casp6 inh	PGC1a acetyl inh	LGR2 antag	FN deposition inh	miR-122 sensor
COc1ccc(NC(=O)Nc2ccc3c(c2)CC(=O)N([C@@H](C)CO)C[C@@H](C)[C@@H](CN(C)Cc2ccncc2)O3)cc1	-2.9	-0.2	3.1	1.1	-11.4	1.6	.	-4.6[16.7 µM]
Cn1cccc1/C=C(/C#N)C(N)=S	.	1.7	6.4	4.8	.	-5.0	-5.8	7.1

The list continues.
SMILES	EWS-Fli inh	Cneo AK release	PAX8 inh HTS	Casp6 inh	PGC1a acetyl inh	LGR2 antag	FN deposition inh	miR-122 sensor
CCOC(=O)c1cc(-c2ccccc2)n(CCC(=O)N2CCN(c3ccccn3)CC2)c1C	.	9.8	15.6	.	-17.6	6.7	2.5	5.0
Cc1noc(C)c1NC(=O)Nc1ccc2c(c1)C(=O)N([C@@H](C)CO)C[C@@H](C)[C@@H](CN(C)C)O2	-0.1	-3.1	-3.6	-2.3	-1.0	2.1	.	-1.7[16.7 µM]
CCN(CC)CC(=O)Nc1sc(C)c(C)c1C(=O)c1ccc(C)cc1	14.1	0.7	-20.9	2.0	-1.1	17.6	13.0	0.3
COc1ccccc1CC(=O)NN1C(=O)c2ccccc2C1=O	6.8	.	-17.8	1.2	.	0.6	8.8	.
O=C(C[C@H]1CC[C@@H]2[C@H](COC[C@H](O)CN2S(=O)(=O)c2cccc(F)c2)O1)Nc1ccccc1	.	-0.3	.	1.6	6.5	4.3	-0.8	2.2[16.7 µM]
CCC(=O)N(C)C[C@H]1Oc2cc(-c3cccc(F)c3)ccc2S(=O)(=O)N([C@H](C)CO)C[C@@H]1C	0.5	-9.1	.	0.1	4.1	-10.0	.	11.3[16.7 µM]
COc1ccccc1N1CCN(C(=O)c2ccc(-c3nc4ccccc4s3)o2)CC1	-29.6	-1.7	-45.3	5.5	6.2	-68.7	-4.9	5.3
C[C@@H]1CCCCO[C@@H](CN(C)C(=O)C2CCCCC2)[C@H](C)CN([C@@H](C)CO)C(=O)c2cc(NS(=O)(=O)c3ccccc3)ccc2O1	-4.8	-1.2	13.3	0.8	-0.7	17.8	-3.1	-14.7[16.7 µM]
COc1ccc(CCNS(=O)(=O)c2ccc(Br)s2)cc1	1.4	0.3	6.3	-1.5	.	3.1	-4.1	63.1
CCn1c(SCc2ccccc2)nnc1-c1ccc(S(=O)(=O)N2CCCCC2)cc1	.	1.3	22.3	.	.	.	-0.4	7.0
CC(=O)c1ccc(NC(=O)CCNS(=O)(=O)c2ccccc2F)cc1	-5.0	-0.6	3.1	-1.3	.	4.2	1.9	.
CCC(C)c1ccc(NC(=O)C2CC3CCC2C3)cc1 (centres undefined)	-125.0	-11.5	-42.7	-0.7	-44.9	-90.5	-4.7	23.0
CCCC(=O)Nc1ccc2c(c1)C(=O)N(C)C[C@@H](OC)[C@@H](C)CN(C(=O)CN(C)C)[C@H](C)CO2	0.2	-4.0	.	.	2.9	14.4	7.3	-3.3[16.7 µM]
CCNC(=O)Nc1ccc2c(c1)C(=O)N(C)[C@H]1CC[C@@H](CC(=O)NCCOC)O[C@@H]1CO2	-0.9	0.9	-6.9	.	3.4	-16.6	-8.0	-41.7[16.7 µM]
Cc1c(C(=O)N2CC3(CC(c4cccc(NC(=O)[C@H]5CCC(=O)N5)c4)=NO3)C[C@@H]2C(N)=O)cc([N+](=O)[O-])cc1[N+](=O)[O-] (some centres undefined)	2.9	-0.8	10.4	-0.6	9.1	17.6	-24.2	0.9
O=C(Cc1ccccc1F)Nc1nc2ccccc2[nH]1	-25.0	.	-13.0	1.9	-1.8	12.9	-0.6	.
O=C(Cc1coc2cc3c(cc12)CCC3)NCC1(N2CCCCC2)CCCCC1	1.2	.	-6.7	-4.7	.	4.4	-1.5	.
CCOC(=O)[C@]12CCC=C1N(CCC1=CCCCC1)C(=O)[C@H](CC(=O)NCc1cccc3ccccc13)C2	9.0	.	5.0	0.0	.	12.5	-4.5	.
CC(NC(=O)c1ccc2c(c1)OCO2)C(c1cccs1)N1CCOCC1 (centres undefined)	.	4.2	.	.	3.2	-6.1	1.1	-1.4
COC(=O)c1ccc(CNC(=O)COC(=O)c2cc(Cl)nc(Cl)c2)cc1	6.3	1.8	-11.7	6.3	-1.9	-11.9	1.1	-3.5
CC(=O)Nc1c(C(=O)O)oc2ccccc12	.	1.2	17.9	.	.	.	-2.8	3.2
Cc1onc(-c2ccccc2)c1C(=O)N/N=C/c1c[nH]c2ccccc12	13.2	0.7	-2.1	0.9	3.0	-12.1	-5.7	6.6
CCC(=O)N(c1ccc(F)cc1)C1C=CS(=O)(=O)C1 (centres undefined)	.	1.6	.	.	-5.2	.	12.3	-5.4
O=C(C1CC(=O)N(c2ccc3c(c2)OCCO3)C1)N1CCN(Cc2ccccc2)CC1 (centres undefined)	0.2	-1.9	1.1	1.9	-5.1	17.9	1.1	3.1
OCCOCCOCCn1c2ccccc2c2ccccc21	.	1.0	9.5	.	.	.	-6.3	6.3
O=C(Nc1ccncc1)c1ccc2ncsc2c1	-2.9	1.0	-77.4	-2.9	1.2	-7.1	1.1	.
CCOC(=O)C(C)Sc1ncc(OC)c(Sc2ccc(Cl)cc2)n1 (centres undefined)	.	2.3	-13.7	.	-26.0	.	-13.1	-3.2
Cc1ccccc1CNC(=O)CCCC(=O)n1nc(C)c2ccccc21	-0.4	-2.0	-5.3	-3.1	7.3	-13.7	-11.7	4.1
C[C@@H]1CCCCO[C@H](CN(C)S(C)(=O)=O)[C@@H](C)CN([C@@H](C)CO)C(=O)c2cc(NC(=O)Nc3ccc(F)cc3)ccc2O1	-2.5	68.4	-2.4	.	8.2	-16.2	.	2.4[16.7 µM]
COc1ccc(OC)c2sc(NNC(=O)COc3ccccc3)nc12	5.4	0.3	13.8	-6.0	.	-3.2	-7.8	-0.8
COC(=O)C(CC(=O)c1ccc(C)cc1)n1nc(C)cc1C (centres undefined)	16.1	0.7	-70.6	-6.6	.	15.0	-1.4	-1.5
CN(Cc1ccccc1)C(=O)NC1CCCCC1	.	3.9	3.5	.	.	.	-10.1	-4.2
CN(Cc1ccccc1)Cc1nc2c([nH]1)c(=O)n(C)c(=O)n2C	.	-0.1	-15.6	.	5.7	.	-1.8	-2.0
Nc1c(-c2cccs2)nc2ccccn12	-20.3	-12.1	-47.5	3.3	3.6	-25.7	6.2	5.5
COc1ccc(NC(=O)CSC2=C(C#N)C(c3ccco3)C3=C(CCCC3=O)N2)c(OC)c1 (centres undefined)	.	-2.4	8.3	2.3	-9.3	7.7	-17.9	2.2
Nc1nonc1-n1nnc(C(=O)N/N=C/c2ccc(Br)cc2)c1CN1CCOCC1	-3.8	-0.3	-9.3	0.1	3.8	-0.8	4.2	-5.7
CC(C)C[C@H]1CN(CCCC[C@H]2CNC(=O)C(=O)N2Cc2ccccc2)C(=O)C(=O)N1CCc1ccc(O)cc1	-7.4	.	-1.2	1.9	.	-10.5	-11.5	.
CN(C)CCN1CCN(C2CN(C3CCCC3)S(=O)(=O)C2)CC1 (centres undefined)	-7.8	-0.4	5.2	-65.8	11.8	6.5	.	4.1
